# Screening results: PubChem BioAssay, The Scripps Research Institute Molecular Screening Center
# PAFAH1B2 FP inh: blocks human PAF acetylhydrolase 1b catalytic subunit 2; 340,000 compounds, 1.2% hits; P68402; inhibition, % at 3.39 µM; recombinant PAFAH1B2, FP-rhodamine activity probe, fluorescence polarization; AID 492953;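 active = inhibition above the mean of all tested compounds plus 3 SD, cut at about 24% in these data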;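 also: 0% = enzyme with DMSO and 100% = wells lacking PAFAH1B2; many of its hits are not listed in these tables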
# pPAFAH inh: pPAFAH (human) enzyme inhibition; Q13093; recombinant pPAFAH, FP-rhodamine probe fluorescence polarization; inhibition, % at 3.39 µM; 330,000 compounds, 1.5% hits; AID 463082;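 active = inhibition above the mean inhibition across the screen plus 3 SD, cut at about 25% in these data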;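 also: inhibitors block binding of the rhodamine activity-based probe so polarization drops; 0% = enzyme with DMSO and 100% = wells lacking pPAFAH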
# PAFAH1B3 inh: inhibitors of human PAFAH1B3; Q15102; 340,000 compounds, 0.28% hits; AID 492972; inhibition, % at 3.39 µM; recombinant PAFAH1B3, FP-rhodamine probe, fluorescence polarization;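 active = inhibition above the screen-wide average of all tested compounds plus 3 SD, cut at about 25% in these data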;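 also: 0% = enzyme with DMSO only and 100% = wells lacking PAFAH1B3 protein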
# PAD4 inh: blocks human protein arginine deiminase 4; Q9UM07; recombinant PAD4, RCA probe fluorescence polarization; inhibition, % at 6.36 µM; 330,000 compounds, 0.41% hits; AID 485272;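 active = percent inhibition above a cutoff equal to the mean of all tested compounds plus 3 SD, cut at about 15% in these data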;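 also: 0% = PAD4 with RCA probe and DMSO and 100% = probe without PAD4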
# LYPLA2 counter: LYPLA2 (human) inhibition in PME1 counter-screen; AID 2177; recombinant LYPLA2, FP-Rh probe fluorescence polarization; inhibition, % at 5.9 µM; O95372; 320,000 compounds, 0.38% hits;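 active = inhibition above the screen-wide mean plus 3 SD, limit set per campaign, cut at about 26% in these data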;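 also: 0% = LYPLA2 with DMSO and 100% = wells lacking LYPLA2 enzyme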
# PME-1 primary: PME-1 (human) inhibition; Q9Y570; recombinant PME-1, FP-Rh probe fluorescence polarization; inhibition, % at 5.9 µM; 320,000 compounds, 0.53% hits;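 active = inhibition above the campaign mean of all compounds plus 3 SD, cut at about 26% in these data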;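 also: competitive labeling of PME-1 active site by serine hydrolase directed probe; 0% = PME-1 with DMSO and 100% = wells lacking PME-1 enzyme; inhibitors block probe labeling so polarization falls and inhibition rises; many of its hits are not listed in these tables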
# Target sequence (Q9Y570 whole entry, looked up): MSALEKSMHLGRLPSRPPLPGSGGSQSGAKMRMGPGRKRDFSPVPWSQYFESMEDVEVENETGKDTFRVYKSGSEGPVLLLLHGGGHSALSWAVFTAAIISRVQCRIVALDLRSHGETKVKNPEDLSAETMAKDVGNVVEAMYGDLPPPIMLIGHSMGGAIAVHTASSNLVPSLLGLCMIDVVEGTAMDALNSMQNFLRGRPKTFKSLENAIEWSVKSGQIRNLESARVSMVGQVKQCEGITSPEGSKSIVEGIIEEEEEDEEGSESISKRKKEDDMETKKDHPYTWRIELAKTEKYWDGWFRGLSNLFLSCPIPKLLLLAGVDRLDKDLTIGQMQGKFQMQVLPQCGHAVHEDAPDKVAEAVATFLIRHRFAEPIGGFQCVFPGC
# LYPLA1 inh: counter-screen for PME1 inhibitors: inhibitors of human LYPLA1; O75608; recombinant LYPLA1, FP-Rh probe fluorescence polarization; inhibition, % at 5.9 µM; 320,000 compounds, 0.16% hits;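 active = inhibition above the mean of all tested compounds plus 3 SD, set per campaign, cut at about 14% in these data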;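 also: inhibitors block serine hydrolase probe labeling of LYPLA1 so polarization falls; 0% = enzyme with DMSO and 100% = wells lacking LYPLA1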
# PAFAH2 FP inh: inhibitors of human PAFAH2; Q99487; recombinant PAFAH2, FP-rhodamine activity probe, fluorescence polarization; inhibition, % at 3.39 µM; 340,000 compounds, 0.99% hits; AID 492956;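 active = inhibition above the mean over all tested compounds plus 3 SD, cut at about 30% in these data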;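 also: inhibitors block probe labeling of enzyme so polarization drops; 0% = enzyme with DMSO and 100% = wells lacking PAFAH2 protein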
# GSTO1 inh: counter-screen for RBBP9 inhibitors: inhibitors of human GSTO1; recombinant GSTO1, activity-based probe fluorescence polarization; inhibition, % at 5.96 µM; 300,000 compounds, 1.1% hits; AID 1974;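 active = inhibition above the campaign mean inhibition plus 3 SD, cut at about 35% in these data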;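 also: 0% = GSTO1-1 with DMSO and 100% = wells lacking GSTO1-1 enzyme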
# Target sequence (P78417 whole entry, looked up): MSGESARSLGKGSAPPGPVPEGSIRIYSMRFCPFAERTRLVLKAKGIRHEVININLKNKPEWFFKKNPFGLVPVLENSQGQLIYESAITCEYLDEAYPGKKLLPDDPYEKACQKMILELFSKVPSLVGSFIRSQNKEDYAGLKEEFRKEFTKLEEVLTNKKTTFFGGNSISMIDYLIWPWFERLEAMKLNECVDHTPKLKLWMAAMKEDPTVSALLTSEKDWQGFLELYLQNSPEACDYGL
# * marks the source's active call; other numbers are inactive results; · = no result given.
No. | canonical_smiles | PAFAH1B2 FP inh | pPAFAH inh | PAFAH1B3 inh | PAD4 inh | LYPLA2 counter
1 | Cc1cc(-c2ccc(C)c(S(=O)(=O)NCC3CCN(Cc4cccc(F)c4)CC3)c2)on1 | -1 | 1 | 3 | -6 | -1
2 | CCOC(=O)c1cc2nc(-c3ccco3)cc(C(F)(F)F)n2n1 | 0 | 4 | -11 | -5 | 11
3 | COc1ccc(S(=O)(=O)Cc2ccc(C(=O)N3CCN(C(=O)c4ccco4)CC3)o2)cc1 | 0 | 1 | 7 | 0 | 0
4 | Cc1ccc(C(=O)OCC(=O)N2C(C)CCCC2C)cc1S(=O)(=O)N1CCOCC1 (stereo not given) | 6 | -1 | -2 | -3 | 9
5 | O=C(NCc1ccc2c(c1)OCO2)c1ccc(CN2CCc3ccccc3C2)cc1 | 0 | 3 | 6 | 8 | 6
6 | O=C(NCCc1ccccc1)c1ccccc1F | -1 | 3 | 7 | -5 | 2
7 | CC(C)NS(=O)(=O)c1ccc(NC(=O)Cc2cccs2)cc1 | 1 | 0 | -6 | 1 | 4
8 | COC(=O)c1ccc(N2C(=O)CC(N3CCC(O)(c4ccc(Br)cc4)CC3)C2=O)cc1 (stereo not given) | 0 | 7 | 4 | -2 | 9
9 | Cc1c(-c2ccc(/C=N/NC(=O)C(=O)Nc3ccccc3F)o2)cccc1[N+](=O)[O-] | · | 2 | · | 1 | -2
10 | Brc1ccc(CN2CCN(c3ccccn3)CC2)s1 | 3 | -4 | 3 | 2 | 2
11 | COc1cc(OC)c(C(=O)COc2ncnc3ccccc23)c(OC)c1 | 0 | 5 | 1 | -1 | 0
12 | O=C1O/C(=C/c2ccccc2)N=C1c1ccccc1 | -1 | -4 | 8 | 1 | -3

No. | PME-1 primary | LYPLA1 inh | PAFAH2 FP inh | GSTO1 inh
1 | 0 | 0 | -5 | 3
2 | 5 | -1 | -10 | 11
3 | 3 | 1 | 8 | 6
4 | 3 | 6 | 21 | -5
5 | 0 | 1 | 7 | 11
6 | -6 | -1 | 1 | -26
7 | 8 | 0 | -3 | -5
8 | -1 | -1 | -3 | -2
9 | 10 | 1 | · | 2
10 | 4 | 0 | -3 | 4
11 | -1 | 4 | 1 | 17
12 | 4 | -1 | -1 | 2

# Of the compounds above, these have a carbonyl joined to an NH by a bond outside any ring.
No. | canonical_smiles | PAFAH1B2 FP inh | pPAFAH inh | PAFAH1B3 inh | PAD4 inh | LYPLA2 counter
5 | O=C(NCc1ccc2c(c1)OCO2)c1ccc(CN2CCc3ccccc3C2)cc1 | 0 | 3 | 6 | 8 | 6
6 | O=C(NCCc1ccccc1)c1ccccc1F | -1 | 3 | 7 | -5 | 2
7 | CC(C)NS(=O)(=O)c1ccc(NC(=O)Cc2cccs2)cc1 | 1 | 0 | -6 | 1 | 4
9 | Cc1c(-c2ccc(/C=N/NC(=O)C(=O)Nc3ccccc3F)o2)cccc1[N+](=O)[O-] | · | 2 | · | 1 | -2

No. | PME-1 primary | LYPLA1 inh | PAFAH2 FP inh | GSTO1 inh
5 | 0 | 1 | 7 | 11
6 | -6 | -1 | 1 | -26
7 | 8 | 0 | -3 | -5
9 | 10 | 1 | · | 2

# Going on with the list:
No. | canonical_smiles | PAFAH1B2 FP inh | pPAFAH inh | PAFAH1B3 inh | PAD4 inh | LYPLA2 counter
13 | Cc1ccc(NC(=O)c2ccc(NS(=O)(=O)c3c(C)noc3C)cc2)cc1C | 2 | 17 | 2 | 1 | 1
14 | Clc1cccc(CNc2nnnn2-c2ccccc2)c1 | -2 | 1 | 4 | -4 | -3
15 | CCCCCCCCCCCCCCCC[n+]1ccc(C(N)=O)cc1 | 0 | 13 | -1 | 0 | 13
16 | COc1ccc(NC(=O)CN(c2ccc(C)cc2)S(C)(=O)=O)c(OC)c1 | -4 | 3 | 7 | 5 | 8
17 | CCCCC(CC(O)COCC(C)C)C(=O)NN (stereo not given) | -1 | 11 | 5 | 0 | 7
18 | CN(CC(=O)Nc1ccccc1Br)C(=O)c1cccc([N+](=O)[O-])c1 | 5 | 3 | -6 | -3 | 0
19 | COc1ccc(Cn2c(SCc3cc(C)ccc3C)nc3cc(OC)c(OC)cc3c2=N)cc1 | 5 | -2 | 6 | 3 | -1
20 | COc1ccccc1NS(=O)(=O)c1cc(NC(=O)CCc2nc3ccccc3c(=O)[nH]2)ccc1C | 5 | 0 | 0 | 0 | -4
21 | COCCN(C(=S)Nc1cc(C)cc(C)c1)C(C)c1cccs1 (stereo not given) | 4 | -1 | 3 | -1 | 8
22 | CN(C)c1nc(-c2ccccc2)cc(C(F)(F)F)c1C#N | 4 | -4 | 8 | 4 | -5
23 | COc1ccc(OCC(=O)NC2CCCc3ccccc32)cc1 (stereo not given) | 3 | 2 | 7 | -4 | -9
24 | COc1ccc(N(CC(=O)Nc2ccc(C)cc2)S(=O)(=O)c2c(C)noc2C)cc1 | 0 | 5 | 1 | 2 | 6
25 | COc1ccc2c(c1)sc(=NC(=O)CS(=O)(=O)c1ccc(F)cc1)n2C | 4 | 7 | 3 | 0 | -3

No. | PME-1 primary | LYPLA1 inh | PAFAH2 FP inh | GSTO1 inh
13 | -2 | -1 | 6 | 3
14 | -4 | -2 | -1 | 0
15 | 6 | 6 | 9 | 9
16 | -1 | -2 | 3 | -5
17 | 3 | -1 | 5 | -3
18 | 0 | -1 | -1 | 2
19 | -1 | -3 | 10 | 7
20 | 9 | -4 | -3 | -18
21 | -3 | 3 | 2 | 3
22 | -9 | -3 | -4 | 9
23 | 4 | -2 | -12 | 9
24 | -7 | -4 | -2 | -2
25 | -1 | -1 | 5 | 6

# A draw from above in order of length of the SMILES, ascending.
No. | canonical_smiles | PAFAH1B2 FP inh | pPAFAH inh | PAFAH1B3 inh | PAD4 inh | LYPLA2 counter
17 | CCCCC(CC(O)COCC(C)C)C(=O)NN (stereo not given) | -1 | 11 | 5 | 0 | 7
14 | Clc1cccc(CNc2nnnn2-c2ccccc2)c1 | -2 | 1 | 4 | -4 | -3
18 | CN(CC(=O)Nc1ccccc1Br)C(=O)c1cccc([N+](=O)[O-])c1 | 5 | 3 | -6 | -3 | 0
19 | COc1ccc(Cn2c(SCc3cc(C)ccc3C)nc3cc(OC)c(OC)cc3c2=N)cc1 | 5 | -2 | 6 | 3 | -1

No. | PME-1 primary | LYPLA1 inh | PAFAH2 FP inh | GSTO1 inh
17 | 3 | -1 | 5 | -3
14 | -4 | -2 | -1 | 0
18 | 0 | -1 | -1 | 2
19 | -1 | -3 | 10 | 7

# An excerpt (hit frequency here may not be typical).
